# PMI act hi M6P = increases human PMI activity with near-saturating mannose 6-phosphate. P34949. coupled PMI enzyme assay, resazurin fluorescence, 20 min; hits give high values; 1 = untreated enzyme, 0 = substrate-free blank. activation factor at 20 µM. 190,000 compounds, 0.34% hits;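 active = activation factor of 2 or more at 20 µM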
# Target sequence (P34949 whole entry, looked up): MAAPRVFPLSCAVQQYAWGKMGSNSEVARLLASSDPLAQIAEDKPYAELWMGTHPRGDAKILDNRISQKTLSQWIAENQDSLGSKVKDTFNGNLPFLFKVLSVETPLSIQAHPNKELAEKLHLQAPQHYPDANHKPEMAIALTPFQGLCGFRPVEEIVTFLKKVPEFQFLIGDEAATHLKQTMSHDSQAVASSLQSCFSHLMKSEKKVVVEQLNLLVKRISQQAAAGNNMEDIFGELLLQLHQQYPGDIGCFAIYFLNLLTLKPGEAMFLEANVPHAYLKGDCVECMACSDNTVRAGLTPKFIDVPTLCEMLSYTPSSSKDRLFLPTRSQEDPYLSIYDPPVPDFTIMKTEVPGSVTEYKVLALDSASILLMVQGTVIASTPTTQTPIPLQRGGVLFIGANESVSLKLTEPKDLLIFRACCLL
#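 Material: human phosphomannose isomerase with PGI, G6PDH, diaphorase coupling enzymes / Reagent: Man-6-P substrate 1.0 mM / Dosing: single compound dose of 20 µM, 1% DMSO final / Incubation: enzyme reaction with compound 20 min at room temperature / Signal: resorufin fluorescence (Ex 544/Em 590 nm) from resazurin via diaphorase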
# TNAP act hiacc = increases human TNAP activity under high phosphate acceptor concentration | P05186 | activation factor at 20 µM | AID 1136 | purified TNAP, CDP-star luminescence, 1 M DEA, 30 min; hits give high values; 0 = EDTA background, 1 = DMSO-only activity | 200,000 tested, under 10 active;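 active = activation factor at least 2 at 20 µM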
# Target sequence (P05186 whole entry, looked up): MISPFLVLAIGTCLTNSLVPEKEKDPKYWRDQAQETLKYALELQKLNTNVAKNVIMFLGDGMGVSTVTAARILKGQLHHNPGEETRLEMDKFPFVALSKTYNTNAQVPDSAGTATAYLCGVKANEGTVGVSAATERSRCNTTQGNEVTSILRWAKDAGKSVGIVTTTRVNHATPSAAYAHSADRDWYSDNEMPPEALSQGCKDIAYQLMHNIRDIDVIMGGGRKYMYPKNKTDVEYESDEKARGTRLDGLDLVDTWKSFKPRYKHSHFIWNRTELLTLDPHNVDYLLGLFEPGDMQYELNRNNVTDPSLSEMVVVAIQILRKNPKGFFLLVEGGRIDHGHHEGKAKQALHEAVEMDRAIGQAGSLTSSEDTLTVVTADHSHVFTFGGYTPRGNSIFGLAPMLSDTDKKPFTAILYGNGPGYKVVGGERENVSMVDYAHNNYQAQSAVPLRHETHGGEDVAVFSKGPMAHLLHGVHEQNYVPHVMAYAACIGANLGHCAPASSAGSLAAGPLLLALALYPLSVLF
#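 Measured by: Luminescent substrate turnover signal | Test system: Human TNAP | Input: TNAP 1/800 final | Dosing: 20 µM single point | Schedule: 30 min, room temperature | Controls: EDTA wells as negative control, DMSO wells as positive control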
# bIAP inh = blocks bovine intestinal alkaline phosphatase activity. purified bovine IAP, CDP-star luminescence, 30 min. inhibition, % at 20 µM. 190,000 tested, under 10 active. AID 1019;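 active = over 50% inhibition of intestinal alkaline phosphatase at 20 µM in the single-dose screen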
#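 Incubation: 30 min reaction at room temperature / Material: purified bovine intestinal alkaline phosphatase (IAP) enzyme / Input: enzyme at 1/65,000,000 dilution / Dosing: 20 µM single dose / Signal: CDP-star luminescence signal / Reagent: CDP-star chemiluminescent phosphatase substrate, 30 µM final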
# Diaph inh CS = counter-screen for diaphorase-based assays: diaphorase inhibitors and chemical oxidizers; diaphorase resazurin-to-resorufin fluorescence, NADH, 16 min; bacterial (C. kluyveri) enzyme, not human; inhibition, % at 20 µM; 190,000 compounds, 0.69% hits; AID 1217;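 active = primary screen inhibition at 20 µM above a set limit, cut at about 50% in these data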;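 note: plate controls were DMSO with full reaction for no effect and wells lacking NADH for full effect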
#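 Detection: fluorescence of resorufin formed from resazurin, Ex 544/Em 590 nm; test system: Clostridium kluyveri diaphorase enzyme; amount: 0.14 U/mL diaphorase, enzyme working solution; times: 16-min room-temperature incubation before reading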
# L major viab = reduces viability of Leishmania major promastigotes; resazurin fluorescence viability; 200,000 compounds, 9% hits; inhibition, % at 10 µM; in the data active = inhibition above about 50%;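 note: promastigotes grown with compound for 44 hours at 28 °C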
# TNAP inh no acc = blocks human TNAP activity with no phosphate acceptor present; P05186; purified TNAP, CDP-star luminescence, 30 min; inhibition, % at 20 µM; 200,000 compounds, 0.26% hits;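 active = tissue-nonspecific alkaline phosphatase inhibition above about 50% at 20 µM in the single-dose screen, limit read from the data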;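 note: 0% = DMSO negative control and 100% = EDTA positive control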
# Diaphorase act = diaphorase activation or chemical reduction counter-screen | Diaphorase/resazurin coupled assay, resorufin fluorescence, 16 min; hits give high values; 1 = vehicle wells, 0 = NADH-free wells | activation factor at 20 µM | 190,000 compounds, 0.005% hits;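 active = diaphorase activity raised at least twofold by the compound at 20 µM; inactive = activation factor below 2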
#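 Measured by – red resorufin fluorescence at 544/590 nm excitation/emission · Test system – Clostridium kluyveri diaphorase, purified enzyme · Incubation – reaction time 16 min, room temperature · Buffer or medium – 50 mM HEPES pH 7.4 with 4.542 mM MgCl2, 0.005% Tween 20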
# bIAP activator = intestinal alkaline phosphatase (bovine) activation; purified bovine IAP, CDP-star luminescence, 30 min; hits give high values; fold of DMSO-control signal, blank-subtracted; activation factor at 20 µM; 200,000 compounds, 0.17% hits; AID 1016;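 active = activation factor of 2 or more at 20 µM, a signal rise over negative controls twice the positive control's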
# TNAP inh hiacc = TNAP (human) inhibition, high acceptor; purified TNAP, CDP-star luminescence, 1 M DEA; P05186; 200,000 compounds, 0.03% hits; inhibition, % at 20 µM;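 active = over 50% inhibition of tissue-nonspecific alkaline phosphatase at 20 µM in the single-dose screen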;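 note: plate controls were DMSO wells for no effect and EDTA-quenched wells as full inhibition for full effect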
# PMI act = activators of human phosphomannose isomerase; 190,000 compounds, 0.005% hits; AID 1214; activation factor at 20 µM; purified human PMI, coupled resazurin fluorescence, 20 min; hits give high values; 1 = vehicle control, 0 substrate-free wells; P34949;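 active = activation factor of 2 or more at 20 µM, relative to plate controls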
# * = called active by the depositor; x = no result given.
Compound	TNAP inh hiacc	bIAP activator	L major viab	Diaph inh CS	bIAP inh	PMI act	PMI act hi M6P	TNAP inh no acc	Diaphorase act	TNAP act hiacc
COCCN1Cc2cccc(C(=O)Nc3ccc(-c4nc5ccccc5[nH]4)cc3)c2C1=O	4	0.7	48	8	30	0.9	1	-10	0.9	1
COc1ccc(/C(O)=C2/C(=O)C(=O)N(CCN3CCOCC3)C2c2ccccn2)cc1 (stereo unspecified)	-4	1	-1	35	-3	1.2	1.1	-10	0.7	1
COc1ccc2[nH]c3c(=O)n(Cc4ccco4)cnc3c2c1	-5	0.9	-6	7	12	1	1	-8	0.9	1
CCN1CCN(CCC(=O)Nc2ccc(Br)cc2)CC1	-6	1.1	-2	-22	-5	1.3	1.2	-10	1.2	1.1
CN(C)/C=C(/C(=O)c1ccc(Cl)cc1)S(=O)(=O)c1ccccc1	-7	1	-5	-10	4	1.2	1.1	-4	1.1	1.1
Cc1cccc(-c2nc(CS(=O)CC(=O)NC3CCCC3)c(C)o2)c1 (stereo unspecified)	-9	0.9	-6	20	5	1	1	-10	0.8	1.1
CCOCC(=O)Nc1cc([N+](=O)[O-])ccc1C	-4	0.3	-3	12	x	0.9	1	-6	0.9	1
COc1ccccc1NC(=O)c1ccc(-c2nn(C)c(=O)c3ccccc23)cc1	-6	1	-2	11	4	0.9	1	-10	0.9	1.1
O=C(OCc1nnc(-c2ccccc2)o1)c1ccc2c(c1)OCCO2	-2	1	-4	13	-4	0.9	0.9	1	0.9	1
C#Cc1ccc([C@@H]2C=C(C(=O)Nc3ccccc3)O[C@H](OCC)[C@H]2CCCO)cc1	-2	1	5	10	-4	0.9	1	-6	0.9	1
O=C(C1CCCN(S(=O)(=O)c2ccccc2[N+](=O)[O-])C1)N1CCN(c2ccccc2)CC1 (stereo unspecified)	4	0.9	1	7	8	0.9	1	-10	0.9	1
CCOc1ccc2c(c1)-c1c(ssc1=S)C(C)(C)N2	9	0.7	15	28	30	0.9	0.9	19	0.7	0.9
Cc1ccccc1NC(=S)N(CCCN1CCC(C)CC1)Cc1ccco1	-5	0.8	13	10	17	1	1.1	-16	0.9	1.1
Cc1oc(-c2ccc(F)cc2)nc1CN(Cc1ccccn1)CC1CCCO1 (stereo unspecified)	-3	1.1	-7	20	-9	0.9	0.8	-7	0.8	1
Cc1cc(NCCCCO)n2c(nc3ccccc32)c1C#N	1	1	11	13	1	0.9	0.9	-19	0.9	1
CCCNC(=O)c1c[nH]c2ccc(S(=O)(=O)N(C)c3ccc(OCC)cc3)cc2c1=O	-4	1	-7	9	-2	0.8	0.9	-16	0.9	1
COC(=O)CSc1nc(N)c(C#N)c(CC(C)C)c1C#N	-2	1	-4	13	3	0.9	1	-5	0.9	1
Cc1c(C(=O)O)cccc1-n1c(C)cc(/C=C(/C#N)C(=O)NCc2ccccc2)c1C	-1	1.2	-4	-7	-24	1.2	1.1	-3	1.1	1
COc1cc2c(cc1NC(=O)c1cccc(Br)c1)CCCC2	-3	0.7	3	9	34	1.1	1	0	0.9	1
Cc1ccccc1CSCCC(=O)NCCc1ccccc1	-6	1.2	5	-3	-25	1.2	1.1	-3	1	1.1
CCc1cccc(C)c1NC(=O)C1CN(S(=O)(=O)c2ccccc2)CCN1S(=O)(=O)c1ccccc1 (stereo unspecified)	-4	0.8	7	22	16	1	1	-33	0.8	1
COc1cccc(C2c3c(-c4cc(Cl)c(C)cc4O)n[nH]c3C(=O)N2Cc2cccnc2)c1 (stereo unspecified)	-4	1.2	2	10	-15	1	1.1	-56	0.9	1
COc1ccc(C2C(C(=O)Nc3ccccc3OC)=C(C)Nc3nnnn32)c(OC)c1 (stereo unspecified)	-7	1	15	22	4	0.9	0.9	-15	0.8	1.1
Cc1ccc(S(=O)(=O)N(Cc2cc3cc4c(cc3[nH]c2=O)OCCO4)CC2CCCO2)cc1 (stereo unspecified)	-7	1	-6	10	-4	0.9	0.9	-6	0.9	1.1
CC1Cc2ccccc2N1C(=O)CCS(=O)(=O)c1cccs1 (stereo unspecified)	0	0.9	-2	6	5	0.9	1	-6	0.9	1
O=c1c2ccccc2nnn1CSc1ccc2c(c1)OCCO2	0	0.9	0	10	10	0.9	0.9	-5	0.9	1
COC(=O)c1sccc1NC(=O)Cn1cnc2c1c(=O)n(C)c(=O)n2C	0	0.8	-1	6	15	0.9	0.9	-7	0.9	1
S=c1[nH]nc(-c2ccc3ccccc3n2)n1-c1ccc2ncccc2c1	0	0.9	88*	40	7	0.9	0.7	-14	0.6	1
COc1ccc(-c2nnc3ccc(SCC(=O)NCc4ccco4)nn23)cc1OC	-2	1	21	15	-2	1	1	-5	0.8	1
NS(=O)(=O)c1ccc(CCNC(=O)c2cccnc2)cc1	-2	0.5	-1	16	47	1	1	-9	0.8	1
Cc1nc(NCc2ccco2)c(C#N)c2c1COC(C)(C)C2	-10	0.9	18	13	13	1	1	-17	0.9	1.1
Cc1ccc(CN(C(=O)c2c(F)cccc2F)C2CC(C)(C)NC(C)(C)C2)o1	-2	1.1	-3	5	-6	1	1	3	1	1
O=C(CCn1ccnc1)Nc1ccc2ccccc2c1	-4	1.1	74*	6	-8	0.9	0.9	-9	0.9	1
CC(=O)Nc1ccc(S(=O)(=O)NCCSCc2ccc(Cl)cc2Cl)cc1	-6	0.9	14	7	9	1	1	1	0.9	1.1
O=C(NCCOc1nc(N2CCCCC2)nc(N2CCOCC2)n1)Nc1ccccc1	-12	1.1	24	-11	-8	1.1	1.1	-6	1.1	1.1
COc1ccc(-c2nc3ccc([N+](=O)[O-])cc3[nH]2)cc1	6	1.1	13	12	-8	1	0.9	5	0.9	0.9
CCOC(=O)N1CCN(S(=O)(=O)c2ccc(C(=O)Nc3nc4ccccc4s3)cc2)CC1	2	1	0	-2	3	1	1	0	1	1
COC(=O)c1cn(Cc2cccc(C)c2)nn1	0	1.1	33	15	-9	0.9	0.9	-5	0.8	1
N#CC(=C=[N-])C1=C(C#N)C(c2ccccc2F)C([n+]2ccccc2)C(O)(C2CC2)N1 (stereo unspecified)	5	1	-2	16	4	0.8	0.8	-3	0.8	0.9
Cc1csc(N2CCc3ccccc32)n1	-4	0.9	-3	13	12	0.9	0.9	-12	0.9	1

# Quoted from the listing:
# For Diaph inh CS, `Cc1ccc(CN(C(=O)c2c(F)cccc2F)C2CC(C)(C)NC(C)(C)C2)o1` is listed with 5
# For bIAP activator, `CCOC(=O)N1CCN(S(=O)(=O)c2ccc(C(=O)Nc3nc4ccccc4s3)cc2)CC1` is listed with 1
# For PMI act hi M6P, `N#CC(=C=[N-])C1=C(C#N)C(c2ccccc2F)C([n+]2ccccc2)C(O)(C2CC2)N1` (stereo unspecified) is listed with 0.8

# The results go on.
Compound	TNAP inh hiacc	bIAP activator	L major viab	Diaph inh CS	bIAP inh	PMI act	PMI act hi M6P	TNAP inh no acc	Diaphorase act	TNAP act hiacc
CS(=O)(=O)c1cccc(C(=O)NCc2ccccc2)c1	0	0.9	-6	18	11	0.9	0.9	-6	0.8	1
CCOC(=O)c1ccc(NC(=S)NCCCN2CCCCC2)cc1	-7	0.9	20	-11	7	1.1	1.1	-8	1.1	1.1
CC(=O)c1ccc(Oc2cc(C)nc(NCc3ccccc3)n2)cc1	0	0.9	3	-1	9	1	1.1	-6	1	1
N#Cc1cc(C(=O)c2ccccc2OCC(=O)Nc2ccccc2)cn(C2CCCCC2)c1=O	3	0.9	-6	10	14	0.9	0.9	-14	0.9	1
CC(C)Cn1c(SCC(=O)N2CCCCC2)nc2ccccc2c1=O	-4	1.1	24	20	-9	1	0.9	-5	0.8	1
Cc1ccc(S(=O)(=O)N2CCN(C(=O)c3ccccc3)CC2)c(C)c1NS(C)(=O)=O	-7	1.2	-7	21	-24	0.9	0.8	-11	0.8	1.1
COc1ccc(CN2CCNC(=O)C2CC(=O)NCc2cnn(C)c2)cc1OC (stereo unspecified)	-8	1	-2	13	-4	1.1	1	-4	0.9	1.1
CC(CC(=O)NCC1CCCO1)c1ccccc1 (stereo unspecified)	2	0.7	-11	3	29	1	1.1	-15	1	1
CCN(CC)c1ccc(C2=NNC(=O)CC2C)cc1[N+](=O)[O-] (stereo unspecified)	8	0.6	-4	2	36	0.9	1	3	1	0.9
COc1ccc(-c2cnnn2-c2ccc(NC(=O)c3ccc(S(=O)(=O)N4CCCCC4)cc3)cc2)cc1	-3	1	99*	21	2	0.7	0.9	-14	0.8	1
COc1ccc(NS(=O)(=O)c2cc(NC(=O)C3CCCO3)ccc2N2CCCC2)cc1 (stereo unspecified)	-4	1	2	10	-2	1.5	1.5	-4	0.9	1
CCOC(=O)C1CCN(C(=O)CSC2=NCCS2)CC1	-5	1.2	19	-16	-19	1.1	1	-11	1.2	1
CCOC(=O)c1[nH]c2ccc(Cl)cc2c1-c1ccccc1	4	0.9	-3	0	12	1	1	0	1	1
Cn1c(=O)cc(SCC(=O)N2CCCC2)c2ccc(Cl)cc21	-4	1	12	14	1	1	1	-11	0.9	1
CN1CCC(N(C)C(=S)NC(=O)c2cc(-c3cccc(Br)c3)nc3ccccc23)CC1	3	1.1	19	16	-8	0.9	0.9	-4	0.8	1
Cc1ccc(NC(=O)c2cccnc2)cc1S(=O)(=O)N(C)C	-3	1.1	8	11	-9	1	1	-12	0.9	1
Cc1ccc(-n2cc(C(=O)c3ccccc3O)cn2)cc1	-4	1	-4	4	-5	0.9	0.9	-4	1	1
Cc1nc([N+](=O)[O-])c(Sc2nc3ccc([N+](=O)[O-])cc3[nH]2)n1Cc1ccccc1	4	1.1	54*	14	-13	1	1	3	0.9	1
O=C(NC(=S)Nc1ccccc1N1CCCC1)c1ccc([N+](=O)[O-])cc1	-2	0.7	16	16	32	0.8	0.9	-16	0.8	1
S=C(NCc1ccc(Cl)cc1)NCc1ccccn1	-7	0.9	-4	3	11	1	1	-25	1	1.1
CCCCN(C)C(=O)CCC(=O)NNc1nc2ccccc2c2nc(C)nn12	-1	0.9	1	0	6	0.9	0.9	-102	1	1
COc1ccc(Cc2nnc(NS(=O)(=O)c3ccc(Cl)cc3)s2)cc1OC	-4	1	-8	15	2	1	1	-11	0.9	1

# Just TNAP inh no acc, for 2 of the compounds above:
canonical_smiles | TNAP inh no acc
Cn1c(=O)cc(SCC(=O)N2CCCC2)c2ccc(Cl)cc21 | -11
CN1CCC(N(C)C(=S)NC(=O)c2cc(-c3cccc(Br)c3)nc3ccccc23)CC1 | -4

# Compound activity deposited in PubChem by several laboratories.
